# Screens deposited in PubChem by National Center for Advancing Translational Sciences (NCATS).
# S2 tox = viability counter-screen for ATXN expression inhibitors; AID 651635; Potency, µM (series often up to 56.7 µM), actives largely listed as cytotoxic; 400,000 tested, 0.49% active; S2 cells (HEK-293 line with an ATXN2-luciferase reporter) viability, CellTiter-Fluor protease fluorescence, 24 h; further: potency means the concentration at half of the fitted maximal effect; nearly all actives have a fitted effect of over 40% in size
# Nrf2 ARE act = activators of Nrf2 (ARE) signaling; Potency, µM (highest dose often 46.1 µM), without a hit: at the top dose activation, most hits filed as activators; AID 624171; AREc32 ARE-luciferase reporter (MCF7-derived line), luminescence, 24 h; 410,000 tested, 0.31% active; further: potency means the concentration at half of the fitted maximal effect; % of control where 0% means no effect; nearly all actives have a fitted effect of over 65% in size
#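 AREc32 cells carrying an ARE-driven firefly luciferase, 1000 cells/well in OPTI-MEM with 5% FBS, dosed after overnight attachment and incubated 24 hr at 37 deg C. Steady-Glo luminescence read after 30 min at RT.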
# HepG2 viability = counter-screen for TGF-b inhibitors: cytotoxicity in HepG2 cells. Potency, µM (series often up to 46.1 µM), for inactives: top-dose activity change, negative = cytotoxicity, hits mostly cytotoxic. AID 588856. HepG2 CAGA-GFP viability, ATP luminescence, 18 h. 410,000 tested, 0.76% active; further: potency means the concentration at half of the fitted maximal effect; some results filed as inactive show a strong effect at the top dose
#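 CellTiter-Glo luminescence gave cytotoxicity after 18 hours at 37 degrees C. The cells were HepG2 CAGA-GFP in 1% FBS DMEM, stimulated with 500 pg/mL TGF-beta after compound addition. %Activity was normalised to no-cell wells (complete cell-killing) and DMSO (no toxicity), and curves were fitted and classified.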
# Mm-Cpn inhibitor = M. maripaludis TRiC chaperonin inhibition. purified Mm-Cpn ATPase, ADP Transcreener TR-FRET. Potency, µM (titrated, usually from 76.9 µM), for inactives: at the top dose activity, negative = inhibition, actives largely listed as inhibitors. 330,000 tested, 0.031% active; further: potency means the concentration at half of the fitted maximal effect; on the % scale 0 is the no-effect control and ±100 the full control effect; nearly all actives have a fitted effect of over 80% in size
#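 ATPase turnover read by TR-FRET ADP competition (Eu cryptate antibody/ADP-d2, 665/590 nm): 10uM ATP final, 25nM Mm-CPN final, 30 min 37degC after 10-min compound preincubation, pH 7.4 Tris/KCl/MgCl2/DTT buffer.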
# A549 tox = kills or reduces viability of A549 cells in Nrf2 counter-screen | A549 ARE-Fluc cells, CellTiter-Fluor viability, 18-24 h | Potency, µM (top dose mostly 46 µM), for the others: top-dose activity change, negative = cytotoxicity, hits mostly inhibitors | 390,000 tested, 0.16% active | AID 504648; further: potency means the concentration at half of the fitted maximal effect; on the % scale 0 is the no-effect control and ±100 the full control effect
#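 A549 ARE_Fluc cells in 5% FBS OPTI-MEM were exposed to compounds in concentration-response for 18-24 h at 37 deg C. Viability was read by CellTiter-Fluor fluorescence (Ex 405/Em 525) after 30 min, before the luciferase read.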
# TGFb SMAD3 inh = inhibitors of TGF-b signaling; Potency, µM (highest dose often 46.1 µM), inactives show at the highest dose activity, negative = inhibition, most hits filed as inhibitors; 410,000 tested, 1.2% active; HepG2 CAGA-GFP TGF-b/SMAD3 reporter, GFP fluorescence, 18 h; TGF-beta stimulated, 500 pg/mL final; further: potency means the concentration at half of the fitted maximal effect; on the % scale 0 is the no-effect control and ±100 the full control effect; nearly all actives have a fitted effect of over 65% in size
#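 Inhibition of TGF-beta-driven CAGA-GFP reporter expression in HEPG2 cells is measured by cellular GFP fluorescence after 18 h stimulation with 500 pg/mL recombinant TGF-beta in 1% FBS medium at 37 degrees C.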
# Akt phos inh = inhibitors of Akt phosphorylation; Neuro2A IGF-stimulated pAkt S473 HTRF, 20 min; hits give low values; activity change, % for hits at 50 µM; 360,000 tested, 0.32% active; in the data active means activity change below about -80%; inconclusive means mostly about -51% to -80%; further: on the % scale 0 is the no-effect control and ±100 the full control effect
#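 Neuro2A cells (4,500/well, DMEM with 0.5% FBS) were treated with compound at a single 50 µM final concentration, stimulated with 6 nM IGF for 20 min at 37 °C, and lysed. Phospho-Akt Ser473 was read by HTRF as 665/615 ratio ×10^4.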
# Nrf2 inh = Nrf2 pathway inhibition; A549 ARE-Fluc reporter, luciferase luminescence, 18-24 h; Potency, µM (series often up to 46 µM), inactives show at the highest dose activity change, negative = inhibition, most hits filed as inhibitors; 360,000 tested, 2.1% active; AID 504444; further: potency means the concentration at half of the fitted maximal effect; on the % scale 0 is the no-effect control and ±100 the full control effect; nearly all actives have a fitted effect of over 60% in size
#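 Cells were seeded and rested 2 h, then exposed to compounds for 18-24 h. CellTiter-Fluor was read first as a viability measure. BugLite was added 15 min before the final luminescent read of ARE-luciferase activity in A549 cells.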
# CCT modulator = changes cytosolic chaperonin activity; activity change, % (no concentration beside the values), hits read low; 360,000 tested, 0.3% active; purified chaperonin ATPase assay, HTRF ADP detection, 30 min; in the data active means activity change below about -30%; further: on the % scale 0 is the no-effect control and ±100 the full control effect
#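 TRiC (40 or 20 nM final, by batch activity) in 30 mM Tris pH 7.4, 100 mM KCl, 5 mM MgCl2, 1 mM DTT was treated with compound at 76 uM single dose, then 10 uM ATP, 30 min at 37 °C. ADP was read by HTRF Transcreener.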
# The depositor's hits bear a star; i = inactive; ? = inconclusive; . = no result given; & = joins results of further samples; [ ] = remark or other dose. Unless noted, the call rests on the fitted dose curve; in most records, active means well fitted curve in the direction sought with a large enough effect; inconclusive means small, poorly fitted or top-dose-only effect, or another doubt; inactive means no such curve, though single readings can be large; an effect the other way counts as inactive or inconclusive.
# Second line of a record: S2 tox, Nrf2 ARE act, HepG2 viability, Mm-Cpn inhibitor, A549 tox, TGFb SMAD3 inh, Akt phos inh, Nrf2 inh, CCT modulator
- O=C(O)c1ccc2c3c(cccc13)C(=O)N(c1ccccc1)C2=O
    i, -0.2%, -2.9%, 2.1%, 1.2%, 7.9%, i, 3.2%, -2.0
- Cc1ccc2occ(/C=N/NC(=O)c3ccccc3C)c(=O)c2c1
    i, -0.3%, -13.4%, 2.1%, 1.2%, -7.5%, i, -2.6%, -0.4
- CCN(C(=O)COC(=O)CCOc1ccccc1)c1c(N)n(Cc2ccccc2)c(=O)[nH]c1=O
    i, -0.2%, 1.7%, -10.1%, -0.1%, -1.9%, i, 2.9%, 1.8
- OC(c1nc2ccccc2[nH]1)C(O)c1nc2ccccc2[nH]1 (stereo not drawn)
    i, -0.6%, -4.0%, 0.7%, 4.8%, 2.6%, i, 5.8%, 0.4
- O=C1OC(Cc2ccccc2)C(c2ccccc2)C1=O (stereo not drawn)
    i, -0.1%, -21.9%, ., -6.1%, -13.2%, i, 6.6%, -1.7
- CCOC(=O)c1ccccc1NC(=O)c1cc2c(=O)oc3ccc(C)cc3c2s1
    i, -0.2%, 7.2%, ., -9.2%, 9.3%, ., 11.8%, .
- CC1CCCN(Cc2c(O)ccc3c(=O)c(Oc4ccc(C(C)(C)C)cc4)c(C(F)(F)F)oc23)C1 (stereo not drawn)
    i, -0.1%, -8.8%, ., -1.2%, -3.2%, ., 10.6%, .
- CC(C)CNC(=O)COc1ccc(Sc2ccc(OCC(=O)NCC(C)C)cc2)cc1
    ?, 0.0%, -11.1%, -0.2%, -4.4%, -5.5%, i, ?, 2.5
- CC1(c2ccccc2)CC(C)(C)N2C(=O)Cc3cccc1c32 (stereo not drawn)
    i, -0.5%, 6.8%, 1.8%, 5.4%, 10.0%, i, 3.2%, -1.3
- CCOC(=O)[C@H]1[C@H]2COc3ccc(Br)cc3[C@@H]2N2C(=O)CN(Cc3ccc(C)cc3)C(=O)[C@@]12C
    ?, -0.5%, -14.3%, 0.9%, -6.8%, ?, i, -14.9%, -0.9
- CCOc1ccc(CCNC(=O)C2CCN(c3nn4c(=O)cc(C)nc4s3)CC2)cc1OCC
    i, 3.1%, 1.5%, 0.1%, 3.3%, 8.5%, i, -19.5%, -3.3
- Cc1ccc(S(=O)(=O)n2nc(-c3ccco3)nc2NCc2ccc(N(C)C)cc2)cc1
    i, 1.4%, -9.4%, ., -1.0%, 0.0%, ., ?, .
- CC12CCC(C(=O)O)(C/C1=N\O)C2(C)C (stereo not drawn)
    i, 0.5%&-0.1%, 0.8%&-3.0%, -1.2%&-2.2%, -5.8%&-3.3%, 35.6%&1.5%, i, -0.4%&0.8%, -1.5&-3.1
- CC1Oc2ccccc2N(CC(=O)NCCCN2CCOCC2)C1=O (stereo not drawn)
    i, -0.9%, -0.5%, ?, 0.4%, 2.9%, i, -1.7%, -0.5
- CC(C)OP(=O)(c1ccc(N(C)C)cc1)C(O)c1ccncc1 (stereo not drawn)
    i, -0.2%, 2.7%, 0.9%, -2.7%, 0.0%, i, -0.9%, 0.1
- CC(C)Cn1cnc2c1c(=O)n(CC(=O)NN)c(=O)n2Cc1ccccc1
    i, -0.4%, -1.6%, 0.1%, 0.6%, -1.1%, i, -6.2%, -0.9
- CC(C)c1nc(C(=O)N2CCCC(CCC(=O)N(C)CCc3ccccn3)C2)cs1 (stereo not drawn)
    ?, 1.1%, 4.3%, -1.3%, -0.6%, -5.3%, i, 4.3%, -0.1
- CC(c1ccccc1)N1CC(C(=O)N2CCCC(C(N)=O)C2)CC1=O (stereo not drawn)
    i, 0.3%, -9.1%, -1.8%, 0.6%, -1.5%, i, 9.6%, -4.3
- Cn1c(=O)c(C(=O)c2ccccc2)nc2ccccc21
    i, -0.1%, 0.3%, 0.4%, 6.1%, -14.1%, i, 23.9%, 0.8
- CN1CCN(CC(=O)Nc2ccccc2[N+](=O)[O-])CC1
    i, 0.2%, -2.1%, 1.0%, 9.2%, 3.7%, i, 2.1%, -1.4
- COc1ccc(CCNC(=O)CCn2c(SCC(=O)N3CCCC3)nc3ccccc3c2=O)cc1OC
    i, -0.6%, 9.1%, -0.1%, -9.7%, -4.1%, i, ?, -0.1
- O=C1CCC(C(=O)NCCCn2ccnc2)N1 (stereo not drawn)
    i, 0.5%, -5.2%, 0.5%, 4.2%, -2.8%, i, -4.5%, 0.2
- Cc1cc(=O)[nH]c(SCC(=O)N2c3ccccc3CC2C)n1 (stereo not drawn)
    i, -0.5%, -1.3%, -0.7%, 0.0%, ?, i, 7.8%, -2.5
- COC1OC(CO)C(N=C(C)C)C1O (stereo not drawn)
    i, -0.1%, -0.3%, ., -0.5%, 3.9%, i, 1.5%, -1.6
- Cc1ccc(C(=O)COC(=O)c2cc(Cl)ccc2O)cc1[N+](=O)[O-]
    i, -0.6%, -1.9%, 1.2%, 4.6%, -1.4%, i, -9.8%, -1.5
- COc1cc(NC(=O)Cn2c(-c3ccccc3)cc(C(C)=O)c2C)cc(OC)c1
    ., 0.7%, 6.1%, ., -0.3%, 0.0%, ., ., .
- CC(C)(CNC(=O)c1ccc(Br)o1)CNC(=O)c1ccc(Br)o1
    i, 0.1%, -17.1%, -0.4%, -2.6%, 0.0%, i, -25.8%, -0.7
- O=[N+]([O-])c1ccccc1NCc1ccccc1Cl
    i, 0.9%, -4.1%, 0.8%, 0.5%, -3.6%, i, 11.3%, -4.2
- CCc1c(C)nc(SCC(=O)Nc2cccc(Br)c2)[nH]c1=O
    i, -0.4%, -18.8%, -1.0%, -6.9%, -25.3%, i, ?, -2.9
- COc1cc(SC)ccc1C(=O)NCCOc1ccccc1Cl
    i, 2.8%, -18.7%, 0.2%, ., 0.0%, i, ?, 0.4
- N#CC(C(=O)NCc1ccccc1)c1nc2ccccc2nc1N1CCCC1 (stereo not drawn)
    ., 0.4%, 16.6%, -0.1%, -2.3%, 385.6%[activator], -84.5%*, 16.1%, -2.9
- COc1ccc(S(=O)(=O)N2CCOC23CCN(S(=O)(=O)c2cc(F)ccc2F)CC3)cc1
    i, 2.3%, -13.4%, -0.7%, -4.0%, -22.2%, i, 0.5%, -0.9
- CCOc1ccccc1NC(=O)C(=O)CC(=O)c1ccc(OC)cc1
    i, 2.6%, -5.0%, -0.1%, -1.1%, 14.5%, i, -0.6%, -1.6
- CCOc1ccccc1NC(=O)C(C)N(c1ccccc1)S(C)(=O)=O (stereo not drawn)
    i, -0.1%, 0.3%, ., -2.1%, 6.5%, ., -20.0%, .
- O=[N+]([O-])c1ccc(-c2n(-c3ccccn3)c3ccccc3[n+]2-c2ccccn2)cc1
    i, -0.5%, -10.3%, -0.5%, 2.3%, -12.6%, i, -15.5%, -1.6
- COc1ccc(CCN=C(N)C(C)c2ccccc2)cc1OC (stereo not drawn)
    i, -0.6%, 3.7%, -4.2%, 0.6%, -9.6%, i, -4.1%, -4.4
- O=C(Nc1cccc(C(F)(F)F)c1)c1cc(-c2ccc3c(c2)OCCO3)on1
    ?, 2.7%, -25.7%, ., -5.5%, -13.0%, ., ?, .
- Cc1ccc(NC(=S)Nc2c(C)n(C)n(-c3ccccc3)c2=O)cc1Cl
    i, -0.9%, 8.0%, 1.3%, 15.2%, 6.6%, i, 8.3%, -1.3
- COC(=O)c1ccc(C2C(C#N)=C(N)Oc3cc(O)ccc32)cc1 (stereo not drawn)
    ., -0.1%, -6.5%, 0.2%, 6.2%, 29.6%, i, -22.5%, -0.8
- CCc1nnc(NC(=O)CSc2nccn2-c2cc(C)cc(C)c2)s1
    i, 0.6%, -13.1%, -1.6%, 3.2%, -6.6%, i, ?, -2.1
- COc1ccc(C(=O)N2CC3(C)C4CCC3(C)C2(C#N)C4)cc1OC (stereo not drawn)
    i, -0.1%, 1.0%, 2.2%, -3.3%, 6.1%, i, -0.7%, -4.6
- CS(=O)(=O)N(Cc1ccc(Cl)cc1)c1ccc(C(=O)NCCSCc2ccco2)cc1
    ., 20.3%, -17.2%, 2.5%, -19.8%, ?, ., ?, -1.3
- Cc1ccc(S(=O)(=O)Nc2ccc3oc(=O)sc3c2)c(C)c1
    i, 4.8%, -21.4%, -3.2%, -7.9%, 3.3%, i, ., -0.8
- CCCNC(=O)C1(C)CCCN(Cc2ccc(C(F)(F)F)cc2)C1 (stereo not drawn)
    i, 0.0%, -25.3%, ., ., 1.8%, i, ., 1.3
- COc1ccc(C(=O)NC(=S)Nc2ccc3[nH]c(=O)[nH]c3c2)cc1
    i, -0.5%, -2.3%, -15.1%, 1.4%, 0.0%, i, 5.3%, -8.9
- Cc1ccc(NC(=O)CN2CCCN(S(=O)(=O)c3ccc(Br)s3)CC2)cc1
    i, 3.2%, -2.1%, -1.0%, 1.7%, ?, i, ?, 1.2
- O=C(O)C1CCCCC1C(=O)Nc1cccc(C(=O)N2CCCCC2)c1 (stereo not drawn)
    i, -0.3%, -2.8%, 1.7%, -0.9%, 1.0%, i, 14.4%, 1.3
- Cc1ccn2c(=O)nc(SCC(=O)Nc3cc(C)on3)nc2c1
    i, 0.2%, -10.1%, -2.7%, 6.9%, -12.6%, i, 3.2%, -2.1
- CCCCCCCCCCCCCCCC[n+]1cccc2ccccc21
    17.8µM*, -3.5%, 11.2µM*, -4.1%, -17.5%, 6.31µM*, i, 25.9µM*, 0.1
- CCOC(=O)c1ccc(NC(=S)NCCC2=CCCCC2)cc1
    i, -0.2%, -46.9%, -0.1%, -3.0%, ?, i, 9.5%, -5.2
- O=[N+]([O-])c1cccnc1N1CCN(c2ccc(F)cc2)CC1
    i, 2.8%, 6.7%, 1.5%, -0.1%, ?, i, 7.0%, -9.4
